# GCN5L2 inh: GCN5L2 (KAT2A) acetyltransferase inhibition | 0.21% of 390,000 active | GCN5L2 HAT assay, ThioGlo1 CoA-SH fluorescence | Q92830 | Potency, µM (highest dose often 58.9 µM), for inactives: at the top dose activity change, negative = inhibition, hits mostly inhibitors
#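 Compounds, pin-transferred from DMSO stocks, meet 20nM GCN5L2 for 15 min before the reaction begins with H3(1-25) peptide (75uM) and acetyl-CoA (70uM). Thiol-reactive ThioGlo1 reports CoA release over 20 min at room temperature.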
# TDP1 inh: inhibitors of human tyrosyl-DNA phosphodiesterase TDP1 | recombinant TDP1, AlphaScreen DNA substrate cleavage | Potency, µM (doses to about 130 µM), inactives show at the top dose activity change, negative = inhibition, most hits filed as inhibitors | 0.28% of 350,000 active | AID 485290; further: nearly all actives have a fitted effect of over 40% in size
# Target sequence (Q9NUW8 whole entry, looked up): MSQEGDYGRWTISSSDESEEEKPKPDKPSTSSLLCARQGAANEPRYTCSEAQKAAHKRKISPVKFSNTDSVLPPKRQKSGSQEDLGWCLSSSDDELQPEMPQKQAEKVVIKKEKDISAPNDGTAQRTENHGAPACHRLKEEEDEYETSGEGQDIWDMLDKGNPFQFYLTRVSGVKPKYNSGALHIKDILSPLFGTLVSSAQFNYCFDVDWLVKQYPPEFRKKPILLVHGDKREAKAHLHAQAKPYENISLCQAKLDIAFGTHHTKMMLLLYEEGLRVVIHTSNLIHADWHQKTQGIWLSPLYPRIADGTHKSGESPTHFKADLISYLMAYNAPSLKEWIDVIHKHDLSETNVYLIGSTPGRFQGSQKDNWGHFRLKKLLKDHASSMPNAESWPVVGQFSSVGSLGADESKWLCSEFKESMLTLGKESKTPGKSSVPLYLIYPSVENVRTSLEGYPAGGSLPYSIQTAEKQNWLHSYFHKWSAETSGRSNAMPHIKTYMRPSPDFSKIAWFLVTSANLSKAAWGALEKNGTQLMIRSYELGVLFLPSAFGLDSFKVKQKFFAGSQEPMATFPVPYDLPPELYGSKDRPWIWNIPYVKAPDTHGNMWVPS
#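 AlphaScreen read-out: signal falls as enzyme removes the 3' tyrosine-FITC from a 5'-biotinylated DNA oligo (15 nM, 5 min, RT). Enzyme was E. coli-made recombinant Tdp1 at 1 nM, exposed to compound for 15 min beforehand; beads 10 ug/ml, 10 min.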
# TDP1 cell noCPT: qHTS for Inhibitors of human tyrosyl-DNA phosphodiesterase 1 (TDP1): qHTS in cells in absence of CPT | DT40 Tdp1-/- hTDP1 cells, no CPT, ATP luminescence, 48 h | Potency, µM (series often up to 46.2 µM), without a hit: at the top dose activity change, negative = growth inhibition, actives largely listed as inhibitors | 15% of 420,000 active | AID 686978, 2013; further: nearly all actives have a fitted effect of over 55% in size
#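 A cellular qHTS used chicken DT40 cells lacking endogenous Tdp1 but carrying stably transfected human TDP1. Compounds were applied without camptothecin, and cell growth kinetics were judged by ATP-dependent luminescence after ≥48 hr.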
# Starred values were filed as active, the others as inactive; ? = inconclusive; . = no result given; [ ] = another dose, or the depositor's remark. The call rests on the fitted dose curve; in most records, active means well fitted curve in the direction sought with a large enough effect; inconclusive means small, poorly fitted or top-dose-only effect, or another doubt; inactive means no such curve, though single readings can be large; an effect the other way counts as inactive or inconclusive. On the % scale 0 is the no-effect control and ±100 the full control effect; potency means the concentration at half of the fitted maximal effect. Some of the compounds tested, so the mix of outcomes need not match the whole.
SMILES,GCN5L2 inh,TDP1 inh,TDP1 cell noCPT
Cc1ccc(-n2nc(CO)c(C(=O)NCC(c3ccccc3)c3ccccc3)n2)cc1,3.3%,0.0%,?
O/N=C1/C2C3C(Br)C4C5CC(C1C53)C24 (stereo unspecified),-0.5%,-5.3%,-21.2%
COc1ccc(OCc2cc(C(=O)N(Cc3nccn3C)C(C)C)no2)c2ccccc12,-14.6%,10.6%,11.6µM*
Cc1ccccc1C(=O)NCCCNC(=O)c1ccco1,3.4%,-1.0%,-2.5%
FC(F)Oc1ccc(-n2cc(-c3ccccc3)[n+]3c2CCCCC3)cc1,-4.5%,0.0%,5.8µM*
Cc1ccc(S(=O)(=O)NCC(=O)OC(C)C(=O)c2ccccc2)cc1 (stereo unspecified),0.8%,-0.8%,0.6%
CCCn1c(S(=O)(=O)O)nc2ccccc21,-7.2%,2.6%,-9.8%
CN(C)/C=N/c1c(C#N)cnn1C,-6.9%,5.4%,-1.7%
CCOC(=O)c1cc(-c2ccc(F)cc2)n(CCC(=O)Nc2cc(OC)cc(OC)c2)c1C,-10.0%,2.8%,16.4µM*
CC1(C)C(=O)OC(/C=C/c2cccc([N+](=O)[O-])c2)C(C)(C)C1=O (stereo unspecified),-2.0%,.,?
COc1ccccc1CCNC(=O)c1cc(-c2ccncc2)nc2ccc(Br)cc12,1.2%,-1.2%,20.6µM*
C[C@@H]1COC(=O)[C@H](Cc2ccc(F)cc2)CC/C=C/C[C@@H](CC(=O)N[C@H](CO)Cc2ccccc2)C(=O)N1,-2.7%,0.1%,?
O=C(Cc1n[nH]c(=O)[nH]c1=O)N/N=C/c1ccccc1O,-3.3%,6.8%,-1.2%
O=C1C(Cl)=C(NC2CCCCC2)C(=O)N1Cc1ccccc1,-13.8%,-12.7%,-5.7%
CCCNC(=O)NC(=O)COC(=O)c1ccc(OC)c(S(=O)(=O)N2CCCc3ccccc32)c1,-13.1%,6.1%,-15.3%
CCCC(c1nnnn1CC1CCCO1)N1CCN(c2nc3ccccc3s2)CC1 (stereo unspecified),1.0%,1.1%,?
O=C(Cn1c(=O)oc2ccccc21)Nc1ccccc1N1CCOCC1,0.2%,8.0%,8.3%
COC(=O)c1cc2oc(C)cc2n1CC(=O)Nc1ccc(C)cc1C,-0.7%,-7.8%,-26.9%
Cc1cc2ccccc2c(=O)n1CC(=O)N1CCN(c2cccc(Cl)c2)CC1,-3.0%,5.7%,-25.4%
CCOC(=O)c1c(NC(=O)COC(=O)c2ccccc2NC)sc(C(=O)N(C)C)c1C,-12.8%,-1.9%,?
O=C(NCc1ccco1)c1ccccc1NC(=O)C1CC(=O)N(c2ccc(Cl)cc2)C1 (stereo unspecified),-8.3%,0.0%,?
COc1ccc(-c2nn(-c3ccccc3)cc2C(=O)N(C)C)cc1,-3.4%,.,2.5%
Cc1cnc(NC(=O)c2ccc3c(c2)C(=O)N(Cc2cccnc2)C3=O)s1,0.3%,5.4%,-9.3%
Cn1cc(C(C[N+](=O)[O-])c2ccccc2)c2ccccc21 (stereo unspecified),-3.1%,.,?
O=C(Oc1cccc(C(=S)N2CCOCC2)c1)c1ccc([N+](=O)[O-])cc1,0.5%,2.1%[0.0935 µM],-19.5%
COc1cccc(OCc2nn3c(=O)c(-c4ccccc4)nnc3s2)c1,-4.0%,.,-9.7%
CC1(N2CCOCC2)C(=O)c2ccccc2C1=O,-3.6%,-2.6%,-17.1%
COc1cc(OC)c2c(C)cc(=O)oc2c1C(CCN1CCOCC1)c1ccc(N(C)C)cc1 (stereo unspecified),-5.2%,.,16.4µM*
N#Cc1cc([N+](=O)[O-])ccc1NC(=O)COC(=O)CC1CCCC1,0.1%,.,-11.1%
Cc1ccccc1CSc1nsc(N)n1,22.4%,-5.9%,?
Cc1noc(C)c1CSc1nnc(-c2ccccc2)n1Cc1ccco1,-0.7%,2.1%,-17.0%
CCOc1cc(S(=O)(=O)N2CCC(c3nc4ccccc4s3)CC2)c(OCC)cc1S(=O)(=O)N1CCCCC1,-3.8%,1.0%,?
COc1ccc(NC(=O)c2cc3c(=O)n(Cc4cccs4)ccc3nc2C)c(OC)c1,-7.5%,7.1%,?
CCCc1cc(=O)[nH]c(Nc2ccc(OC)c(Cl)c2)n1,0.6%,4.3%,?
COc1ccc(/C=N/NC(=O)c2ccco2)cc1OCc1ccccc1,-5.2%,4.1%,?
CCOC(=O)C1CCN(S(=O)(=O)c2cc3c(cc2C)NC(=O)CO3)CC1,-7.8%,.,-7.4%

# Arranged by SMILES length (largest number first): some entries from above
SMILES,GCN5L2 inh,TDP1 inh,TDP1 cell noCPT
O=C(Oc1cccc(C(=S)N2CCOCC2)c1)c1ccc([N+](=O)[O-])cc1,0.5%,2.1%[0.0935 µM],-19.5%
CCOC(=O)C1CCN(S(=O)(=O)c2cc3c(cc2C)NC(=O)CO3)CC1,-7.8%,.,-7.4%
COc1ccc(/C=N/NC(=O)c2ccco2)cc1OCc1ccccc1,-5.2%,4.1%,?

# In another format: four of the compounds above
Molecule | GCN5L2 inh | TDP1 inh | TDP1 cell noCPT
N#Cc1cc([N+](=O)[O-])ccc1NC(=O)COC(=O)CC1CCCC1 | 0.1% | . | -11.1%
Cc1ccccc1CSc1nsc(N)n1 | 22.4% | -5.9% | ?
Cc1noc(C)c1CSc1nnc(-c2ccccc2)n1Cc1ccco1 | -0.7% | 2.1% | -17.0%
CCOc1cc(S(=O)(=O)N2CCC(c3nc4ccccc4s3)CC2)c(OCC)cc1S(=O)(=O)N1CCCCC1 | -3.8% | 1.0% | ?

# (listing goes on)
SMILES,GCN5L2 inh,TDP1 inh,TDP1 cell noCPT
CN(c1ccc(C(=O)NC2CCCC2)cc1)S(=O)(=O)c1ccc(Cl)cc1,-1.3%,-0.5%,?
CCOc1cc(C2c3c(-c4ccccc4O)n[nH]c3C(=O)N2Cc2cccnc2)ccc1O (stereo unspecified),-3.5%,0.0%,-12.2%
O=C(NCc1ccc(F)cc1)C(=O)NCC(c1cccs1)S(=O)(=O)c1cccs1 (stereo unspecified),-3.7%,7.8%,?
COc1ccc(/C=N/NC(=O)c2ccc(C)cc2)cc1CN1CCN(c2ccc(F)cc2)CC1,-0.1%,2.9%,?
Cc1ccccc1Cn1cc(NC(=O)c2cc(-c3ccco3)on2)cn1,-8.3%,2.6%,-14.4%
CC(C)CNC(=O)c1cc(-c2ccc(Cl)c(Cl)c2)on1,-9.5%,-2.0%,-13.1%
COc1cc2c(cc1OC)-c1nnc(-c3ccco3)n1C1(CCCC1)C2,1.6%,0.0%,18.4µM*
COc1ccc(NC(=O)C2=CC(c3ccc4c(c3)OCO4)=NS(=O)(=O)N2C)cc1,-13.2%,-2.9%,?
O=C(c1cc2c(s1)CCCC2)N1CCN(c2ccccc2)CC1,-6.1%,2.7%,?
O=C(/C(Br)=C/Nc1cc(Cl)ccc1Cl)C(F)(F)F,-1.8%,5.5%,14.6µM*
COc1ccc(/C=C/C(=O)OC2CCCN(C)C2)cc1 (stereo unspecified),-2.6%,-8.6%,6.5%
CCc1cccc(CC)c1N(COC)C(=O)Cn1c(C)nc2ccccc21,16.5%,-1.3%[12.3 µM],?
OCCC1CN(Cc2nc(-c3ccccc3)cs2)CCN1Cc1ccc(F)cc1 (stereo unspecified),-6.3%,8.4%,16.4µM*
CC(C)N(CCCNC(=O)c1nn(C)c2c1CS(=O)(=O)c1ccccc1-2)Cc1ccccc1,-7.8%,0.9%,-3.4%
O=C(Nc1ccccn1)c1csc2c1CCCC2,3.6%,-3.5%,-0.6%
CSc1ncccc1C(=O)OCC(=O)NC1CCCc2ccccc21 (stereo unspecified),-1.7%,0.0%,?
CC(Sc1nc2ccccc2c(=O)n1C)C(=O)Nc1ccc2c(c1)OCCO2 (stereo unspecified),-14.7%,1.5%,4.11µM*
COCCn1c(=S)[nH]c2sc3c(c2c1=O)CCCC3,-24.2%,3.5%,6.6%
O=C(NCCc1ccccc1)c1nc2c(nnn2Cc2ccccc2Cl)c(=O)[nH]1,1.4%,11.7%[56.1 µM],?
O=C(/C=C/c1ccc(S(=O)(=O)N2CCOCC2)cc1)NCc1ccccc1Cl,-6.2%,-1.1%,?
CCCCCSc1nc(C)c(CC(=O)O)c(=O)[nH]1,-3.7%,0.2%,-0.3%
c1cnc2c(OCc3nc4ccccc4[nH]3)cccc2c1,0.4%,7.2%,-8.3%
O=C(CCc1nnc2ccc(N3CCCC3)nn12)Nc1ccc(F)c(F)c1,-3.2%,4.4%,15.9%
COc1cccc(NC(=O)CSc2nc3ccccc3c(=O)n2CCCC(=O)NCCCN2CCOCC2)c1,-5.1%,5.3%,3.1%
CCCc1n[nH]c2c1/C(=N/O)CC(c1ccccc1)C2 (stereo unspecified),-1.6%,1.0%,?
O=C(CCNC(=O)c1ccc(Br)o1)NCc1ccccn1,-4.7%,8.7%,19.0%
COc1cccc(C(=O)NCc2ccco2)c1,3.7%,.,-2.6%
COc1ccc(S(=O)(=O)CCc2nnc(NC(=O)c3cccs3)s2)cc1,-9.7%,2.9%,-14.6%
Cc1csc(N2CCc3ccccc32)n1,-26.9%,2.2%,-17.5%
O=c1c(O)c(-c2ccccc2)oc2cc(O)ccc12,?,13.2%[56.1 µM],?
Cc1ccc(C)c(N2CCN(S(=O)(=O)c3c(C)[nH]c(C)c3C(=O)N3CCCCC3)CC2)c1,-7.6%,8.8%,?
CC(C)Nc1ncnc2c1cnn2-c1ccc(Cl)cc1,-7.1%,.,?
CC(=O)c1cc(-c2ccc(F)cc2)n(CCC(=O)NC(C)(C)C)c1C,-6.5%,3.8%,12.1%
On1c(-c2ccccc2)nc2ncccc21,1.0%,.,-23.6%
Cc1ccc(N2C(=O)N(CC(=O)Nc3ccc([N+](=O)[O-])cc3)C(=O)C2C)cc1 (stereo unspecified),-19.6%,3.0%,-10.2%
CC(C)c1cc(CN2CCN(C3CCCC3)C(CCO)C2)[nH]n1 (stereo unspecified),-7.4%,5.1%,-13.2%
O=C1CCc2cc(S(=O)(=O)N3CCN(c4ccc(F)cc4)CC3)cc3c2N1CC3,-3.5%,-8.5%[0.505 µM],-3.1%
CS(=O)(=O)c1nc(S(=O)(=O)c2ccc(Cl)cc2)c(N2CCOCC2)s1,-0.8%,2.0%,?
O=C1NC(=S)N/C1=C/c1cc2c(cc1[N+](=O)[O-])OCO2,-7.9%,.,0.581µM*
Cn1c(SCC(=O)N2CCN(c3ccccc3)CC2)nnc1-c1c[nH]c2ccccc12,-2.1%,7.8%,?
OCC(O)[C@@H](O[C@H]1O[C@H](CO)[C@@H](O)[C@H](O)[C@H]1O)[C@H](O)[C@@H](O)CO (stereo partly specified),-1.1%,.,9.7%
O=C(CSc1nnc2ccccn12)NNC(=O)c1ccc(F)cc1,0.8%,0.0%,-1.5%
COCCNC(=O)CCCN1C(=O)CCn2nc(-c3cccn3C)cc21,-4.4%,1.8%,9.4%
Cc1cccc(NS(=O)(=O)c2cn(C)c(=O)n(C)c2=O)c1C,?,.,-0.4%
O=C(CSc1ccc2nnc(-c3ccccn3)n2n1)NCc1ccc2c(c1)OCO2,-2.3%,0.0%,-20.1%
CCc1cccc(CC)c1NC(=O)c1cccc(S(=O)(=O)N2CCN(C)CC2)c1,-2.6%,4.2%,3.2%
CC1Cc2ccccc2N1C(=O)Cc1cccs1 (stereo unspecified),2.1%,4.5%,-8.9%
COc1cc(C)c(Cl)cc1S(=O)(=O)NCCc1c(C)[nH]c2ccccc12,-6.7%,13.6%,?
O=C(O)C1CCCN1C(=O)Nc1ccccc1 (stereo unspecified),-16.8%,4.4%,-6.7%
O=C(C1=C[C@@H](C2CC2)C[C@@H](OCCCCO)O1)N1CCN(Cc2ccccc2)CC1,-5.3%,2.6%,-1.0%
CC(C)(C)C(=O)Nc1cccc(C(=O)OCc2cc(=O)n3nc(C4CC4)sc3n2)c1,23.9%,-1.2%,18.4µM*
N#Cc1ccccc1Cn1c(=O)oc2ccccc21,-15.7%,1.4%,10.3%
CCOC(=O)c1sc2nccc(N(C)C)c2c1N=CNOCc1c(F)cccc1Cl,-6.0%[0.501 µM],.,23.1µM*
CC1=NN(C(=O)Cc2ccc([N+](=O)[O-])cc2)C(O)(C(F)(F)C(F)(F)F)C1 (stereo unspecified),-3.6%,3.7%,?

# Compound profiles, as listed above:
# CC(=O)c1cc(-c2ccc(F)cc2)n(CCC(=O)NC(C)(C)C)c1C is listed with GCN5L2 inh: -6.5%; TDP1 inh: 3.8%; TDP1 cell noCPT: 12.1%
# Cc1cnc(NC(=O)c2ccc3c(c2)C(=O)N(Cc2cccnc2)C3=O)s1 is listed with GCN5L2 inh: 0.3%; TDP1 inh: 5.4%; TDP1 cell noCPT: -9.3%
# O=C(O)C1CCCN1C(=O)Nc1ccccc1 (stereo unspecified) is listed with GCN5L2 inh: -16.8%; TDP1 inh: 4.4%; TDP1 cell noCPT: -6.7%

# Screening results (PubChem BioAssay)
